# GAA glycogen mod = qHTS Assay for Inhibitors and Activators of Human alpha-Glucosidase Cleavage of Glycogen; Lysosomal alpha-glucosidase (Homo sapiens), P10253; recombinant GAA, glycogen substrate, Amplex Red glucose oxidase fluorescence; Potency, µM (doses to about 76.4 µM), without a hit: at the top dose activity change, negative = inhibition, most hits filed as inhibitors; 300,000 tested, 0.38% active;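 note: 0% = full enzyme reaction and -100% = no-enzyme basal signal; the screen sought inhibitors and activators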
#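 Recombinant human alpha-glucosidase (4 nM final) hydrolysed bovine liver glycogen (30 ug) for 40 min at 37 C in pH 5.0 citrate/phosphate with 0.01% Tween-20. Released glucose detected by glucose oxidase/Amplex Red, Ex 573/Em 610 nm. Compounds up to 77 uM; AC50 from Hill fits.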
# GAA inhib = qHTS Assay for Inhibitors of Human alpha-Glucosidase as a Potential Chaperone Treatment of Pompe Disease | Lysosomal alpha-glucosidase (Homo sapiens), P10253 | purified human GAA, 4-MU-alpha-glucoside fluorescence | Potency, µM (series often up to 76.9 µM), without a hit: top-dose activity change, negative = inhibition, hits mostly inhibitors | 200,000 tested, 0.005% active;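 note: plate controls were uninhibited enzyme wells for no effect and no-enzyme background for full effect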
#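 qHTS format, compound range up to 77 uM. Human lysosomal enzyme at 4 nM, 400 uM 4-MU glucoside substrate, pH 5.0, 20 min room temperature; fluorescence after alkaline stop gives activity normalized to controls.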
# RGS12 GoLoco inh = qHTS Assay for Inhibitors of RGS12 GoLoco Motif Activity (Red Fluorophore) | Potency, µM (top dose mostly 61.6 µM), for the others: at the top dose activity, negative = inhibition, usual class: inhibitors | 230,000 tested, 0.44% active | Gai1:RGS12 GoLoco peptide FP, rhodamine, 10 min; active = well fitted inhibition curve with a large enough effect, not every such curve was filed as active; inactive = no such curve, though single readings can be large or run the other way; note: % is set by controls: 0 for no effect and ±100 for the full control effect; nearly all actives have a fitted effect of over 30% in size; many of its hits are not listed in these tables
# Target sequence (P63096 whole entry, looked up): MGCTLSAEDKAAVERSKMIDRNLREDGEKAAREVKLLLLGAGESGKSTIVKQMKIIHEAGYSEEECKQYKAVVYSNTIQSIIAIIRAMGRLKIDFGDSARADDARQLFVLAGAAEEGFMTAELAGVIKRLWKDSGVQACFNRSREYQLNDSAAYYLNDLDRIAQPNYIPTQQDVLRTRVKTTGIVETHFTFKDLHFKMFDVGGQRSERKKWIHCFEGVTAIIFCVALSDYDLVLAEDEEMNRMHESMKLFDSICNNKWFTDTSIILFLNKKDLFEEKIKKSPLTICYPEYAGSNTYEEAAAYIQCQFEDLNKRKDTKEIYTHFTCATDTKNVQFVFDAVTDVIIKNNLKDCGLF
# aGal spleen mod = qHTS Assay for Inhibitors and Activators of Human alpha-Galactosidase From Spleen Homogenate | Alpha-galactosidase A (Homo sapiens), P06280 | human spleen homogenate, 4MU-alpha-Gal fluorescence, 40 min | Potency, µM (titrated, usually from 80 µM), without a hit: at the highest dose activity change, negative = inhibition, hits mostly inhibitors | 240,000 tested, 0.008% active;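 note: 0% = enzyme with vehicle and -100% = no enzyme basal signal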
#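 Human spleen homogenate (1 ug) as enzyme source, 4-methylumbelliferyl-alpha-D-galactopyranoside 1 mM final, citrate/phosphate pH 5.0 with 0.01% Tween-20. Compounds 40 min at 37C, NaOH/glycine stop; fluorescence Ex 365/Em 440, Hill-fit AC50.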
# SMN2 splice up = qHTS Assay for Enhancers of SMN2 Splice Variant Expression; 210,000 tested, 2.8% active; Potency, µM (highest dose often 46.1 µM), for the others: at the highest dose activity change, positive = activation, actives largely listed as activators; HEK293 SMN2-luciferase splicing reporter, luminescence, 30-36 h; note: % of control where 0% means no effect; nearly all actives have a fitted effect of over 55% in size
#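 HEK293 cells carry an SMN2 […]–luciferase reporter in which exon 7 inclusion puts luciferase in frame. Cells were plated 10-12 h before compound addition, then incubated 30-36 h at 37C. ONE-Glo luminescence was read; sodium butyrate at 4.5 mM final served as control.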
# aGlu spleen mod = qHTS Assay for Inhibitors and Activators of Human alpha-Glucosidase From Spleen Homogenate. AID 2112, 2009. Potency, µM (titrated, usually from 79.9 µM), for the others: at the highest dose activity change, negative = inhibition, actives largely listed as inhibitors. 240,000 tested, 0.006% active. Lysosomal alpha-glucosidase (Homo sapiens), P10253. human spleen homogenate, 4-MU-alpha-glucoside fluorescence;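 note: 0% = enzyme with vehicle and -100% = no enzyme basal signal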
#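 Enzyme source: human spleen homogenate, 1 ug/well. Buffer 50 mM citric acid/K phosphate pH 5.0, 0.01% Tween-20. 4-MU-alpha-glucoside 1 mM; 37 C x 40 min; NaOH/glycine stop; fluorescence.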
# JMJD2E inh = qHTS Assay for Inhibitors of Human Jumonji Domain Containing 2E (JMJD2E) | JMJD2E catalytic domain, FDH-coupled NADH fluorescence (FDH is formaldehyde dehydrogenase) | Potency, µM (top dose mostly 57.1 µM), inactives show at the highest dose activity change, negative = inhibition, actives largely listed as inhibitors | 230,000 tested, 1.6% active; active = well fitted inhibition curve with a large enough effect, not every such curve was filed as active; inconclusive = small, poorly fitted or top-dose-only effect, or another doubt; inactive = no such curve, though single readings can be large or run the other way;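 note: 0% = wells with enzyme and -100% = buffer wells without enzyme; nearly all actives have a fitted effect of over 50% in size; many of its hits are not listed in these tables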
# ALDH1A1 inh = qHTS Assay for Inhibitors of Aldehyde Dehydrogenase 1 (ALDH1A1) | Potency, µM (titrated, usually from 75.3 µM), without a hit: at the highest dose activity, negative = inhibition, actives largely listed as inhibitors | Purified ALDH1A1, NADH fluorescence, propionaldehyde substrate | 220,000 tested, 7.3% active | Aldehyde dehydrogenase 1A1 (Homo sapiens), P00352 | AID 1030, 2008; active = well fitted inhibition curve with a large enough effect, not every such curve was filed as active; inconclusive = small, poorly fitted or top-dose-only effect, or another doubt; inactive = no such curve, though single readings can be large or run the other way;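 note: plate controls were no enzyme wells and a reference inhibitor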
# Target sequence (P00352 whole entry, looked up): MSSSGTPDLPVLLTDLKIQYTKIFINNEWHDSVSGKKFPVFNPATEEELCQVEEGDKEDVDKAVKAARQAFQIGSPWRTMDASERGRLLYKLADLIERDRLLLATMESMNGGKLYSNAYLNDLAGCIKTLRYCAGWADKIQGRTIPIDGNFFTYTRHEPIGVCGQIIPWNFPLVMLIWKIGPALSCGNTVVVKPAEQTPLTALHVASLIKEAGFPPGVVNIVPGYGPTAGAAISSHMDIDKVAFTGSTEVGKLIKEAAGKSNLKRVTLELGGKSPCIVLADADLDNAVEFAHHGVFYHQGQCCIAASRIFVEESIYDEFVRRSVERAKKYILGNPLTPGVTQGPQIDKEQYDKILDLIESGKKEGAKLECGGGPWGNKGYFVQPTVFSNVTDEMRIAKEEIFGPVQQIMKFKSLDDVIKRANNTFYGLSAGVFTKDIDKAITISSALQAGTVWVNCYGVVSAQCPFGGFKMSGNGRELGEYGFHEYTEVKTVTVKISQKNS
# An asterisk follows results filed as active; ? = inconclusive; / = no result given; [ ] = another dose, or the depositor's remark. Unless noted, calls come from the whole dose curve; as a rule, active = well fitted curve in the direction sought with a large enough effect; inconclusive = small, poorly fitted or top-dose-only effect, or another doubt; inactive = no such curve, though single readings can be large; an effect the other way counts as inactive or inconclusive. Potency is the fitted concentration of half-maximal effect.
SMILES,GAA glycogen mod,GAA inhib,RGS12 GoLoco inh,aGal spleen mod,SMN2 splice up,aGlu spleen mod,JMJD2E inh,ALDH1A1 inh
COc1cccc(N2CCN(C3CC(=O)N(c4ccc(Cl)cc4)C3=O)CC2)c1 (stereo unspecified),7%,-6%,-4%,8%,7%,1%,11%,?
COc1ccc(/C=C/C2=NN(C)C(=O)CC2)cc1,2%,-7%,-5%,-8%,11µM*,0%,-7%,-5%
Cc1cnc(Nc2nc3ccccc3o2)nc1C(=O)Nc1cccc(C(F)(F)F)c1,4%,-5%,-1%,-18%,-28%,-14%,-1%,3%
O=C(CCC1CCCCC1)NCCN1C2=NC[C@H](Cc3ccccc3)N2C[C@H]1Cc1ccc(O)cc1,7%,/,-7%,-2%,/,-5%,5%,?
COc1ccc(C)cc1NC(=O)c1cc2c(=O)n3ccccc3nc2n1C,19%,10%,-2%,3%,0%,-5%,?,?
CCOC(=O)C1=C(C)NC(SCC(N)=O)=C(C#N)C1c1ccccc1 (stereo unspecified),-6%,-2%,6%,-21%,29%,-22%,-5%,1%
CCOc1cc(/C=C2/C(=N)N3OC(C)=CC3=NC2=O)ccc1OC,8%,-1%,1%,-4%,/,0%,10%,16%
O=C(CN1C(=O)NC2(CCCCCC2)C1=O)c1ccc2c(c1)OCCO2,3%,-8%,6%,1%,18µM*,-1%,-14%,-7%
CC1(C)C2CCC(C2)C1(C)NC(=O)C[N+](C)(C)C (stereo unspecified),6%,/,3%,8%,/,2%,7%,/
Cc1ccccc1C(=O)NC(NCC1CCCO1)C(Cl)(Cl)Cl (stereo unspecified),-2%,-4%,-5%,4%,0%,-11%,-1%,2%
O=C(Nc1c(F)c(F)c(F)c(F)c1F)C1CCCCC1,-1%,-18%,3%,-12%,9%,-15%,-9%,10%
CC1(C)CC(=O)C(C2(O)C(=O)Nc3ccccc32)CO1 (stereo unspecified),3%,-3%[15.4 µM],8%,-6%,-1%,-3%,-16%,?
NS(=O)(=O)c1ccc(CNC(=O)c2ccc(Br)o2)cc1,2%,-4%,-11%,-10%,19%,-22%,11%,-15%
CCC(C)(C)n1nnnc1C(c1cc(OC)ccc1OC)N1CCN(Cc2ccccc2)CC1 (stereo unspecified),20%,?,13%,-6%,/,-6%,?,?
O=C(/C=C/c1ccccc1)c1ccc2c(c1)OCCCCO2,-1%,0%,6%,2%,?,-7%,-3%,?
O=C(CC1SC(=NCC2CCCO2)NC1=O)Nc1cccc2ccccc12 (stereo unspecified),11%,6%,1%,-3%,3%,5%,-1%,5%
O=C(CNC(=O)c1cccs1)NCC(=O)OCc1c(F)cccc1Cl,12%,-4%,5%,-3%,-23%,0%,5%,4%
CCc1nc(-c2ccccc2)c2ccccn12,11%,12%,-12%,-1%,-21%,-4%,?,?
COc1ccc(C(=O)/C=C/Nc2ccc([N+](=O)[O-])cc2)cc1,-1%,-9%,-1%,5%,?,-4%,6%,40µM*
COc1ccc(C2(c3ccc(O)cc3O)CC(c3ccccc3Cl)NC(=S)N2)cc1 (stereo unspecified),7%,-2%,17%,-4%,9%,1%,-27%,-3%
Cc1ccc(OCc2ccc(C#N)cc2)c(C(=O)c2cc(C#N)c(=O)n(C3CC3)c2)c1,4%,1%,/,-15%,/,1%,-2%,2%
CCOC(=O)C1CCCCN1Cc1cn(C)nc1-c1ccccc1F (stereo unspecified),-5%,/,3%,-3%,/,1%,1%,/
CCCn1c(=O)c(C(=O)NCC2CCCO2)c(O)c2ccccc21 (stereo unspecified),-10%,?,5%,0%,/,-12%,-21%,-7%
CCn1c(SCC(=O)c2cc(OC)ccc2OC)nnc1C1CC1,-1%,5%,5%,-22%,7%,-4%,-1%,?
Cc1cc(C)n(CCc2nc(-c3cc4ccccc4o3)cs2)n1,-10%,-6%,3%,8%,-36%[inhibitor],4%,-9%,?
CN(C)S(=O)(=O)c1ccc(-c2csc(N/N=C/c3ccco3)n2)cc1,?,/,-9%,2%,/,1%,8%,/
COc1ccc(N2CC(C(=O)N/N=C/c3c[nH]c4ccccc34)CC2=O)cc1 (stereo unspecified),1%,?,8%,-1%,-30%[inhibitor],4%,2%,0%
Oc1nc(-c2ccc(Br)cc2)n2ccncc12,?,-1%,-10%,2%,/,-3%,-29%,0%
O=C(NC1CCCc2ccccc21)c1ccc(Cl)nc1 (stereo unspecified),4%,6%,5%,2%,-12%,-2%,3%,?
CCc1n[nH]c2c1/C(=N\O)CC(c1ccccc1)C2 (stereo unspecified),-8%,5%,2%,-1%,14%,3%,1%,-8%
O=C(O)CCC(=O)NCC1OCCc2ccccc21 (stereo unspecified),9%,?,-6%,-11%,-9%,-3%,1%,-2%
CC1CC2(CC(C)(C(=O)CSc3nc4ccccc4s3)OC2=O)C(=O)O1 (stereo unspecified),-27%,-9%,-11%,-1%,12%,1%,-8%,-5%
C/C(=N\O)c1cccc(Br)c1,6%,/,4%,-1%,/,0%,1%,/
CCc1cc2cccc(C)c2nc1SCC(=O)Nc1nonc1C,21%,13%,3%,-6%,/,2%,-21%,6%
COc1cccc(/C=N/NC(=O)c2ccc3nc[nH]c3c2)c1,2%,/,3%,7%,/,3%,0%,/
CCC(c1nnc(SCC(=O)Nc2nnc(-c3ccccc3)o2)o1)N(C)C (stereo unspecified),?,0%,32%[activator],-15%,-4%,-19%,-2%,-6%
CO/N=C/C(C(C)=O)C(=O)Nc1ccc(Cl)cc1Cl (stereo unspecified),18%,-2%,5%,4%,-21%,7%,-3%,?
COc1ccccc1/C=N/Nc1nccnc1Cl,?,-6%,-1%,-22%,-21%,3%,0%,?
CC1CCc2sc(C(=O)Nc3ccc(N4CCOCC4)cc3)cc2C1 (stereo unspecified),6%,2%,0%,3%,-27%,3%,-11%,-1%
CN1C(=O)[C@@H]2[C@@H]3C[C@@H]([C@H]4ON=C(c5ccc(Cl)cc5)[C@@H]34)[C@@H]2C1=O,-3%,-3%,7%,-1%,-48%[inhibitor],-1%,1%,17%
O=C(NCCCN1CCN(c2ccccc2F)CC1)C1CCN(S(=O)(=O)N2CCOCC2)CC1,-1%,?,/,1%,/,-3%,0%,8%
Oc1ccc(N=Nc2n[nH]c(-c3ccc(Br)cc3)n2)cc1,1%,-10%,9%,-15%,16µM*,-9%,-1%,0%
COc1cc2c(cc1OC)C1=C(C#N)CCC(=NC(=O)c3ccco3)N1CC2,-10%,10%,10%,5%,3%,5%,2%,?
CC(C)Cc1nc2oc3c(=O)[nH]cnc3c2c2c1CCC2,14%,-5%,1%,-2%,-10%,1%,?,?
O=C(CCCN1C(=O)/C(=C/c2cccc(Br)c2)SC1=S)Nc1ccccn1,0%,-2%,5%,3%,-81%[inhibitor],-9%,-4%,10%
CS(=O)(=O)c1ncc(CO)n1Cc1ccccc1,-4%,10%,4%,0%,0%,-4%,-8%,4%
O=C(Nc1ccccc1N1CCOCC1)C1Cc2ccccc2CN1C(=O)c1ccco1 (stereo unspecified),-5%,-2%,5%,?,-24%,-8%,-2%,-1%
O=C1C=C(c2ccccc2)C(=O)N1Nc1ccccc1,-28%,?,0%,4%,-18%,-1%,8%,22µM*

# Record cards, from the list above. Order of values: GAA glycogen mod	GAA inhib	RGS12 GoLoco inh	aGal spleen mod	SMN2 splice up	aGlu spleen mod	JMJD2E inh	ALDH1A1 inh
# CO/N=C/C(C(C)=O)C(=O)Nc1ccc(Cl)cc1Cl (stereo unspecified) in the list: 18%	-2%	5%	4%	-21%	7%	-3%	?
# O=C(CCCN1C(=O)/C(=C/c2cccc(Br)c2)SC1=S)Nc1ccccn1 in the list: 0%	-2%	5%	3%	-81%[inhibitor]	-9%	-4%	10%
# CC1CCc2sc(C(=O)Nc3ccc(N4CCOCC4)cc3)cc2C1 (stereo unspecified) in the list: 6%	2%	0%	3%	-27%	3%	-11%	-1%
# COc1cc2c(cc1OC)C1=C(C#N)CCC(=NC(=O)c3ccco3)N1CC2 in the list: -10%	10%	10%	5%	3%	5%	2%	?

# Next section.
SMILES,GAA glycogen mod,GAA inhib,RGS12 GoLoco inh,aGal spleen mod,SMN2 splice up,aGlu spleen mod,JMJD2E inh,ALDH1A1 inh
CCOC(=O)c1nnn(-c2nonc2-n2cccc2)c1-c1cccc([N+](=O)[O-])c1,-6%,-10%,1%,0%,-14%,0%,-7%,-11%
Cc1cc(C[n+]2ccsc2N)c2ncccc2c1,1%,/,-7%,1%,/,-8%,-1%,/
Cc1cc(F)ccc1NC(=O)c1cccnc1,16%,1%,9%,-3%,-13%,-2%,-5%,8%
COc1ccccc1OCc1nc(-c2cccc([N+](=O)[O-])c2)no1,-2%,1%,-1%,-7%,-3%,-6%,-26%,-4%
COc1ccc(NC(C)C(=O)N/N=C/c2ccc([N+](=O)[O-])s2)cc1 (stereo unspecified),-10%,-4%,4%,1%,-61%[inhibitor],-4%,-22%,?
Cc1nc(Oc2ccc(S(=O)(=O)N3CCOCC3)cc2Cl)c2c3c(sc2n1)CCCC3,-12%,-6%,-11%,4%,-51%[inhibitor],-2%,?,?
Cc1nnc(SCC(N)=O)n1CC1CCCO1 (stereo unspecified),2%,-10%,9%,8%,30%,6%,-3%,8%
CCCCCCn1c(CN2CCN(C(=O)c3ccco3)CC2)nc2c1c(=O)n(C)c(=O)n2C,7%,0%,-3%,6%,2%,-6%,-5%,1.3µM*
O=C(Cc1ccccc1)NNC(=O)Nc1ccc(Cl)c(Cl)c1,9%,-3%,8%,0%,5%,-3%,14%,4%
O=C(c1cccs1)N1CCN(S(=O)(=O)N2CCOCC2)CC1,-16%,4%,0%,-4%,-9%,-3%,7%,9%
O=C(Cn1cnc2c(cnn2-c2ccc(F)cc2)c1=O)NCc1ccco1,5%,-4%,-2%,5%,-7%,5%,8%,-5%

# The list is partial (hit frequency here may not be typical).
